# DAX1 inh-1: inhibits human nuclear receptor DAX1; 340,000 tested, 0.99% active; AID 504766; inhibition, % at 6.75 µM; HEK293 Gal4-DAX1 luciferase reporter, luminescence;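 active means inhibition above the mean over all tested compounds plus 3 SD, cut at about 4.2% in these data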;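 further: 0% = DAX1-transfected cells with DMSO and 100% = empty-vector control cells with DMSO; inhibition shows as a rise in luminescence from relieved DAX1 repression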
# Target sequence (P51843 207-470 limits assumed): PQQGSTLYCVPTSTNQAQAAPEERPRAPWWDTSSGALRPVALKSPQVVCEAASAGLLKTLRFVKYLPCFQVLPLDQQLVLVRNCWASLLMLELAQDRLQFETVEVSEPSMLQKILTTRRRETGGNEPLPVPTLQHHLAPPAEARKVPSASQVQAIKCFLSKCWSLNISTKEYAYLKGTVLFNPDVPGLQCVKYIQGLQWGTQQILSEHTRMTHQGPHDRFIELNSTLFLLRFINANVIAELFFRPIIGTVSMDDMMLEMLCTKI
# PLCb3 inh: PLC-beta3 (human) inhibition, primary screen | Q01970 | Purified PLC-beta3, fluorogenic substrate, fluorescence | inhibition, % at 12.2 µM | 370,000 tested, 0.18% active | AID 720704; in the data active means inhibition above about 11%;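 further: 0% = median of compound wells on plate and 100% = full blocker control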
# DAX1 inh-2: inhibitors of DAX1 repression of SF-1 activated StAR promoter; HEK293T StAR-luciferase reporter, SF-1/DAX-1 repression relief; inhibition, % at 6.8 µM; 370,000 tested, 1.1% active; AID 652010;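 active means inhibition above the mean over all tested compounds plus 3 SD, cut at about 3.6% in these data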;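 further: 0% = DAX-1 cells with DMSO and 100% = cells lacking DAX-1 with DMSO; higher inhibition means more luminescence from relief of DAX-1 repression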
# ssDAF12 agonist: S. stercoralis DAF-12 activation, primary screen; HEK293 ssDAF-12/GRIP1 lit1-tk-luc reporter, luminescence; % of 3 µM dafachronic acid response; activation, % at 6.8 µM; 370,000 tested, 1% active; AID 652126;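 active means activation above the mean over all tested compounds plus 3 SD, cut at about 0.9% in these data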;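 further: 0% = DMSO-only wells and 100% = 3 µM delta7-dafachronic acid wells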
# PLCg1 inh: blocks human PLC-gamma1 enzyme activity | P19174 | purified PLC-gamma1, fluorogenic substrate, fluorescence | inhibition, % at 12.2 µM | 370,000 tested, 0.84% active; in the data active means inhibition above about 9.5%
# Rev-erbA mod: modulates human Rev-erb alpha binding to DNA; Rev-erbα–FITC-DNA binding, fluorescence polarization, 90 min; P20393; activity, % at 10 µM; 370,000 tested, 0.79% active;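 active means activity above about 14%, limit read from the data; passing the limit was not always enough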;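 further: 0% = DMSO wells with 35 nM protein and 100% = DMSO wells with 750 nM protein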
# hgDAF12 agonist: activates the H. glycines DAF-12 receptor ligand-binding domain. HEK293 GAL4-hgDAF12 UAS-luciferase reporter, agonist luminescence; normalized to butyrate control. activation, % at 6.8 µM. 370,000 tested, 1.8% active;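 active means activation above a cutoff set at the mean of all screened compounds plus 3 SD, cut at about 10% in these data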;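 further: 0% = DMSO wells and 100% = sodium butyrate wells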
# hcDAF-12 act: activates DAF-12 receptor from parasite H. contortus. 370,000 tested, 1.4% active. HEK293 hcDAF-12 lit1-tk-luc reporter, luminescence; 0% DMSO, 100% Δ7-dafachronic acid. activation, % at 6.8 µM;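 active means activation above the mean of all tested compounds plus 3 SD, cut at about 5.5% in these data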;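 further: 100% = response to 3 µM Δ7-dafachronic acid high control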
# SMARCA2 act: increases SMARCA2 function in MMTV reporter cells | activation, % at 9.1 µM | MG213 cells, MMTV-luciferase reporter, dexamethasone, overnight | 370,000 tested, 1% active | AID 652017; in the data active means activation above about 7.8%;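 further: 0% = vehicle wells and 100% = reference activator wells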
# ADAM17 inh: ADAM17 inhibition, QFRET primary screen; 370,000 tested, 0.83% active; AID 720648; inhibition, % at 6.95 µM; recombinant ADAM17, EDANS/DABCYL FRET peptide cleavage; P78536;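 active means inhibition above the mean of compounds lying between control limits plus 3 SD, set per campaign, cut at about 8.5% in these data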;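 further: 0% = DMSO-only wells as the low control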
# Target sequence (P78536 215-824 limits assumed): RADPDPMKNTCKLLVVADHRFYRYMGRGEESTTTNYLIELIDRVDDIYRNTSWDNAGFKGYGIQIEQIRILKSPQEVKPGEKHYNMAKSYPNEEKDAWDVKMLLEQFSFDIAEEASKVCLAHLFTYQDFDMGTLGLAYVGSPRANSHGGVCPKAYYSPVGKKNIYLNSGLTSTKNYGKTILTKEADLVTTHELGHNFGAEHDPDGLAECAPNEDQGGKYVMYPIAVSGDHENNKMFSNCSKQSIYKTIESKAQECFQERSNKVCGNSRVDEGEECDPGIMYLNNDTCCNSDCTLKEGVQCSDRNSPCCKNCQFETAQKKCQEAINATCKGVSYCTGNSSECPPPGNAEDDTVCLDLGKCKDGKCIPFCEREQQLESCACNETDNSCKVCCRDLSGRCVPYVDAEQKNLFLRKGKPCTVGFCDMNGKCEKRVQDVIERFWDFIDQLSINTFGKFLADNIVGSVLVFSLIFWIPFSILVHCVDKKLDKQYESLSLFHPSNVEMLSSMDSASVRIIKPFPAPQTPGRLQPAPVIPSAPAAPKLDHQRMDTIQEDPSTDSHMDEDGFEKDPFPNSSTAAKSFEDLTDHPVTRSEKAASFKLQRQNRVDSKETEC
# MBD2 DNA inh: MBD2-methylated oligo binding inhibition; Q9UBB5; TR-FRET, MBD2 binding to methylated oligonucleotide; 370,000 tested, 0.31% active; inhibition, % at 4.4 µM; in the data active means inhibition above about 13%
# An asterisk follows results filed as active; x = not tested or not shown.
compound	hcDAF-12 act	PLCg1 inh	hgDAF12 agonist	ssDAF12 agonist	MBD2 DNA inh	ADAM17 inh	DAX1 inh-1	PLCb3 inh	DAX1 inh-2	SMARCA2 act	Rev-erbA mod
O=C(NCCCNC(=O)c1cncc(O)c1)c1cncc(O)c1	-0.8	-7	-2.2	-1.3	2	-12	2.9	-12	0.0	0	-5
Cc1ccc(C(=O)OCC(=O)Nc2ccc3c(c2)OCO3)o1	-0.5	-1	1.2	-0.8	-5	-5	0.2	-1	0.1	0	-1
C/C(=N\NC(=O)CC#N)c1cc2ccccc2oc1=O	-1.4	-2	-0.4	-1.2	-9	-2	-0.4	-1	-0.2	0	6
O=C(C1CCC(CNS(=O)(=O)c2cccc3nsnc23)CC1)N1CC=C(c2ccccc2)CC1 (stereo not drawn)	-3.9	1	-3.3	-1.7	5	4	0.0	3	-1.4	-6	-2
OCCCN1c2ccccc2Nc2nnc(-c3ccccc3)cc21	2.2	-1	7.5	-0.3	0	-3	0.8	1	3.3	-1	6
Cc1ccsc1C1CC(=O)Nc2ccccc2S1 (stereo not drawn)	1.3	-3	-0.2	-1.0	0	-1	-1.5	-5	-0.1	-2	-10
O=C(COc1cc(Cl)c(Cl)cc1Cl)Nc1ccncc1	-0.5	-2	3.7	-0.8	7	-1	0.7	-2	-0.5	-1	-6
COc1ccc(OC)c(/C(C)=N/Nc2ccc(C(=O)O)cc2)c1	-0.2	-6	-3.5	-1.9	-4	0	-1.8	-1	-0.7	-1	-1
CCC(C)(C)n1nnnc1CN1CCC(c2nc3ccc(C)cc3[nH]2)CC1	0.3	5	-0.3	-1.1	-9	2	-0.6	4	-0.7	-1	-2
COc1ccc(CN(C)C[C@H]2Oc3c(NC(=O)Nc4ccccc4)cccc3C(=O)N([C@H](C)CO)C[C@@H]2C)cc1	-2.9	0	0.3	-2.0	-1	2	-0.6	-5	-0.9	2	-2
Cn1nc(C(=O)N2CCN(c3ccc(Cl)cc3)CC2)c2c1-c1ccccc1S(=O)(=O)C2	-1.0	3	-2.2	-1.2	4	1	-1.2	-8	-0.8	-3	-8
Cc1cccc(C(=O)NNC(=O)CN2C(=O)c3ccccc3C2=O)c1	0.6	2	1.3	-0.4	-1	-2	-0.1	1	0.7	3	-6
CCOC(=O)c1c(C)n(CC(O)c2ccccc2)c2ccc(O)cc12 (stereo not drawn)	-2.0	1	-0.1	-1.7	-4	-3	-0.5	1	-0.7	-2	-6
CCn1ncc(C2=NOC(C(=O)N3CCC(C(N)=O)CC3)C2)c1C (stereo not drawn)	-0.8	0	-1.1	-0.9	3	-3	0.5	3	0.0	1	-4
CCOC(=O)Cc1cc(=O)[nH]c(Nc2nc3ccccc3o2)n1	0.8	-74	2.0	-1.1	3	-6	0.1	-109	0.1	0	-5
CC1(C)CC(=O)C2=C(C1)NC1=C(C(=O)c3ccccc31)C2c1ccc(O)cc1 (stereo not drawn)	-3.0	0	-3.0	-1.2	-14	0	-0.6	2	-0.8	-3	-2
COc1ccccc1CCN1C(=S)NC(C)(C)CC1(C)O (stereo not drawn)	-2.0	-8	-1.1	-1.0	2	1	-1.1	2	-1.0	0	x
Cc1cc(Cl)ccc1OCC(=O)NNC(=O)c1cccnc1	1.0	9	1.5	-0.8	11	1	0.1	-9	0.1	-2	0
O=C1NC(C(=O)O)=CC(c2ccc([N+](=O)[O-])cc2)N1 (stereo not drawn)	-0.9	2	1.6	-1.1	-2	-3	-1.5	-6	0.1	-3	0
COc1cc(OC)c(C2Oc3nc(SC)nnc3-c3ccccc3N2C(C)=O)cc1OC (stereo not drawn)	0.0	-8	0.8	-0.8	-4	-5	0.0	-9	-1.1	1	1
CCn1nc(C(=O)N2CCc3ccccc3C2)c2ccccc2c1=O	0.2	2	-0.9	-1.1	4	-5	0.4	-1	-0.1	-6	5
Cc1ccccc1N(CC(=O)NC1CCCCC1)C(=O)c1csnn1	-0.7	1	3.7	-0.8	5	-3	-0.1	0	0.2	-1	1
O=C(Nc1ccc(Cl)cc1)NC1CCCCC1Cc1ccco1 (stereo not drawn)	1.5	0	-0.8	-1.3	-2	3	-0.5	4	0.5	-3	-4
COc1ccc(-c2nc(CS(=O)CC(=O)NCCCN3CCCC(C)C3)c(C)o2)cc1OC (stereo not drawn)	-0.2	6	2.2	-0.9	-3	-3	0.6	-1	0.5	-3	-3
COc1cc2nc(SCC(=O)NCCc3ccccc3)n(Cc3ccco3)c(=O)c2cc1OC	0.6	-3	4.3	-1.8	3	-1	-0.9	1	-0.1	1	1
O=C(Cc1ccccc1F)NC1CCCN(Cc2ccc(Cl)cc2)C1 (stereo not drawn)	-1.7	2	0.0	-0.6	7	-4	-0.3	-11	-0.5	-3	8
CN1C(=O)c2ccc(C(=O)NCc3ccc4c(c3)OCO4)cc2C1=O	-0.8	-1	1.0	-0.5	-2	2	-1.3	3	0.3	-2	0
CN(c1ccc(C(=O)N2CCN(c3ccccc3F)CC2)cc1)S(=O)(=O)c1ccccc1	-1.8	1	1.0	-0.9	3	2	-0.9	-9	-0.4	4	-6
CCN1CCN(c2ccc(S(=O)(=O)N3CCCCC3)cc2NC(=O)c2cccc(C)c2)CC1	0.1	6	-1.4	-1.3	2	-1	0.5	-4	-1.5	-2	2
CCOC(=O)N1CCN(C(=O)C(=O)NN)CC1	-0.6	1	2.9	-1.0	-4	-2	0.0	-3	0.0	1	6
Cc1cc(C)nc(N(C#N)CCOc2ccc(Cl)cc2)n1	-3.9	9.8*	-0.5	-1.2	7	-2	0.8	-1	-0.1	0	3
Cc1ccccc1NS(=O)(=O)c1ccc(C(=O)N2CCN(S(=O)(=O)c3ccccc3)CC2)cc1	-0.9	-1	-0.8	-0.7	-3	-1	-0.8	5	0.4	-2	0
Cc1c(C(=O)NCCCN2CCOCC2)oc2c1C1(CCC2)SCCS1	-0.6	3	2.0	-0.2	-4	0	-0.3	0	0.1	-1	1
O=C(CSc1nc2[nH]ncc2c(=O)[nH]1)Nc1ccccc1C(F)(F)F	0.5	-1	1.8	-0.9	-1	1	0.2	-6	-0.1	-2	1
CC(C)[C@H](NC(=O)[C@H](Cc1ccccc1)n1c(=O)[nH]c2ccccc2c1=O)C(=O)N1CCC[C@@H]1C(=O)O	0.3	5	5.9	-0.8	5	-2	1.5	5	0.2	1	-5
CSc1ccc(S(=O)(=O)Nc2c(C)cccc2C)cc1	-2.5	-6	-1.3	-1.9	-5	5	-0.2	3	0.1	0	1

# Ordered by heavy-atom count (low to high): some entries from above
compound	hcDAF-12 act	PLCg1 inh	hgDAF12 agonist	ssDAF12 agonist	MBD2 DNA inh	ADAM17 inh	DAX1 inh-1	PLCb3 inh	DAX1 inh-2	SMARCA2 act	Rev-erbA mod
CSc1ccc(S(=O)(=O)Nc2c(C)cccc2C)cc1	-2.5	-6	-1.3	-1.9	-5	5	-0.2	3	0.1	0	1
O=C(CSc1nc2[nH]ncc2c(=O)[nH]1)Nc1ccccc1C(F)(F)F	0.5	-1	1.8	-0.9	-1	1	0.2	-6	-0.1	-2	1
CN(c1ccc(C(=O)N2CCN(c3ccccc3F)CC2)cc1)S(=O)(=O)c1ccccc1	-1.8	1	1.0	-0.9	3	2	-0.9	-9	-0.4	4	-6

# Later entries
compound	hcDAF-12 act	PLCg1 inh	hgDAF12 agonist	ssDAF12 agonist	MBD2 DNA inh	ADAM17 inh	DAX1 inh-1	PLCb3 inh	DAX1 inh-2	SMARCA2 act	Rev-erbA mod
Cc1cccc(NC(=S)Nc2ccc(Cl)c(Cl)c2)c1	0.3	-1	0.1	-1.3	-1	-1	-0.9	-1	-0.6	-1	-4
CC1CCCN(Cc2c(C(=O)N3CCc4ccccc4C3)nc3ccc(Cl)cn23)C1 (stereo not drawn)	3.4	-9	-2.3	-0.2	7	-2	0.0	-19	0.1	-3	0
CCCCc1nnc(NC(=O)CN2C(=O)c3ccccc3C2=O)s1	-1.4	-1	0.6	-1.5	0	-3	-0.4	-9	-1.0	-3	-5
Cc1cc(=O)[nH]c(Cc2ccc(OC(C)C)cc2)n1	-0.5	0	2.0	-1.5	0	3	-1.0	1	0.7	-5	0
O=C(Cn1ccn(-c2ccc(F)c(F)c2)c(=O)c1=O)NCCc1ccccc1	0.6	0	2.0	-1.0	3	-4	-1.1	-6	0.7	-2	-1
O=C(CNC(=O)c1ccccc1F)NC1=NCCS1	0.2	0	-2.9	-0.9	1	-3	0.5	-10	0.3	0	0
Cc1cc(C)c(S(=O)(=O)c2ccccc2C)c(OCCO)n1	-0.2	-2	-0.6	-1.4	-2	-2	2.4	-2	0.2	0	0
Cc1onc(-c2c(Cl)cccc2Cl)c1C(=O)N1CCN(c2ccccc2F)CC1	-1.9	-1	0.2	-1.9	1	1	-0.5	-11	-1.1	-1	10
CCn1c2ccc(F)cc2c2nc3ccccc3nc21	0.6	-103	1.6	-1.0	0	-8	0.3	-109	0.1	0	-2
Cc1cccc(NC(=O)C2CCN(C(=O)[C@@H]3Cc4ccccc4CN3)CC2)c1	0.4	1	1.9	-0.4	-4	0	0.5	-6	0.8	3	0
CC1(C)CN(CCc2ccccc2)C(=O)[C@H]1CC(=O)Nc1ccccc1	2.2	2	-1.9	-1.0	-11	-1	1.3	2	-0.8	2	-3
CCCCC[C@H](C)N1C[C@@H](COCc2ccccc2)Oc2cc(N3CC[C@H](O)C3)ccc2S1(=O)=O	1.6	-2	-2.2	-1.6	6	13*	x	-2	-0.8	-4	5
O=C(N/N=C/c1ccco1)Nc1ccccc1	0.6	-1	10	-0.7	5	1	-0.3	-3	3.1	10*	6
COc1ccc(OC)c(/C=N/N(C)c2ccccc2)c1	1.4	5	9.3	-0.5	-2	4	3.2	4	3.0	0	-7
CN(C)/C=C(\C#N)C(=O)Nc1ccccc1	-0.6	-2	2.7	-0.7	-4	-1	0.2	2	0.4	5	4
O=C(O)C=C(Br)Br	0.2	5	-2.3	-0.9	0	-2	3.9	-2	0.3	-1	-1
COc1cc(C(=O)NCC(c2cccs2)N2CCOCC2)cc(OC)c1OC (stereo not drawn)	-0.4	1	-2.3	-0.2	2	-5	-1.0	-9	0.5	-2	1
CCC(NC(=O)C1C2C=CC(C2)C1C(=O)O)c1ccc(C)cc1 (stereo not drawn)	-0.7	0	-0.6	-1.6	0	-3	0.2	-6	0.1	-1	3
CCCOP(=O)(c1ccc(N(C)C)cc1)C(O)c1ccc(Br)cc1 (stereo not drawn)	-2.4	2	-1.2	-0.8	4	-2	-0.5	-4	-0.8	-4	2
CC(C)(C)c1ccc(-n2ncc3c2CCCC3NC(=O)c2ccco2)cc1 (stereo not drawn)	-2.5	6	-2.2	-1.6	2	4	-1.6	4	-3.4	-4	3
CC1(C)OC(=O)C(=CNC(=O)c2c(F)cccc2F)C(=O)O1	-1.3	1	-0.2	-1.1	-1	-2	0.2	1	0.0	2	0
CN(C1CC(C)(C)NC(C)(C)C1)S(=O)(=O)CC12CCC(CC1=O)C2(C)C (stereo not drawn)	-1.3	-1	-1.2	-0.3	0	-5	2.5	-8	0.3	0	6
COc1ccc(C(=O)NCC(C)(C)CNC(=O)c2ccc(OC)cc2)cc1	0.0	0	0.0	-1.0	-1	-1	-1.5	-24	0.5	-3	3
Cc1cccc(C2=NC(C(F)(F)F)(C(F)(F)F)c3c(n(-c4ccc(F)cc4)c(=O)[nH]c3=O)N2)c1	1.7	-3	3.2	-0.7	-2	-1	-0.9	-1	0.1	-2	-1
